EPAC1 agonist: qHTS for Agonist of cAMP-regulated guanine nucleotide exchange factor 3 (EPAC1): primary screen | Rap guanine nucleotide exchange factor 3 (Homo sapiens), O95398 | EPAC1 agonist qHTS, biochemical assay; response scale: 100% = response to 6.5 mM cAMP | Potency, µM (highest dose often 154 µM), inactives show top-dose activation, most hits filed as activators | 360,000 tested, 0.073% active | AID 720707, 2013; also: nearly all actives have a fitted effect of over 60% in size
Target sequence (O95398 whole entry, looked up): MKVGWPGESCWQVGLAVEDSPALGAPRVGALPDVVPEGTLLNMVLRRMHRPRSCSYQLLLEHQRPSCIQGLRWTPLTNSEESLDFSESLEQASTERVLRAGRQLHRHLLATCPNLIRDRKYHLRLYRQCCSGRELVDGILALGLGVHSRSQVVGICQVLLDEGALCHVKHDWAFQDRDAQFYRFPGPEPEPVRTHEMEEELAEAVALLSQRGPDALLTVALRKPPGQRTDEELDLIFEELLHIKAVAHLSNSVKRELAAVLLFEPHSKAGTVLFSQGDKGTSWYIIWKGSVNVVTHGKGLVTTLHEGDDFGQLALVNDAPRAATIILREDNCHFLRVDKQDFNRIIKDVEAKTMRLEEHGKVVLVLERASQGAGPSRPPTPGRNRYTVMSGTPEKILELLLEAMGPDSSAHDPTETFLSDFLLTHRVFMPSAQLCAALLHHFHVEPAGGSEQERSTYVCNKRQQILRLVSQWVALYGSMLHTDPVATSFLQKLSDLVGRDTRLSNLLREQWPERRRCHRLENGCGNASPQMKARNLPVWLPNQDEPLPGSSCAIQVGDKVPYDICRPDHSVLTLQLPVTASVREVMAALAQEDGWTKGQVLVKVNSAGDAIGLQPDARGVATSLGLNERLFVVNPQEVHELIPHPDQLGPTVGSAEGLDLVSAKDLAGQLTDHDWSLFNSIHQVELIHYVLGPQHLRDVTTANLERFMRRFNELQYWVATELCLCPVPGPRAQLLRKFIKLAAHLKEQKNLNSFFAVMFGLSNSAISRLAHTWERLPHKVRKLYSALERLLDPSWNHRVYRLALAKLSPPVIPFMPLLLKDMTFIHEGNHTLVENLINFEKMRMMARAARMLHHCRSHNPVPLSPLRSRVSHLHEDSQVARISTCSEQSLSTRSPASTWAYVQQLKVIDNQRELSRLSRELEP
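Read-out is the fluorescence drop as BODIPY-GDP leaves Rap1B (480 nm excitation, 540 nm emission), recorded every 5 minutes over 30 minutes. Reactions held 100 nM EPAC1, 250 nM Rap1B–BODIPY-GDP and 50 uM GDP, with 6.5 mM cAMP setting full activation.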
EPAC2 antagonist: qHTS for Antagonist of cAMP-regulated guanine nucleotide exchange factor 2 (EPAC2): primary screen; Rap guanine nucleotide exchange factor 4 (Homo sapiens), Q8WZA2; EPAC2 GEF exchange of Rap1B-BODIPY-GDP, fluorescence; Potency, µM (series often up to 114 µM), for the others: at the highest dose activity, negative = inhibition, actives largely listed as inhibitors; 360,000 tested, 0.18% active; AID 720708, 2013; also: % is scaled to controls: 0 for no effect and ±100 for the full control effect; nearly all actives have a fitted effect of over 45% in size; many of its hits are not listed in these tables
TDP43 rescue: qHTS of TDP-43 Inhibitors. TDP-43 expressing yeast growth rescue, BacTiter-Glo, 24 h. Potency, µM (highest dose often 46.1 µM), for inactives: at the top dose growth rescue (activation), actives largely listed as activators. 410,000 tested, 1.8% active; also: % of control where 0% means no effect; nearly all actives have a fitted effect of over 50% in size
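Readout is BacTiter-Glo luminescence of cell growth, so inhibitors register as activators. TDP-43-expressing yeast at OD600=0.02 in galactose medium, after raffinose pregrowth to mid-log, were incubated with compound for 24 hr at 30 deg C.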
FUS suppressor: qHTS for Suppressors of FUS Proteinopathy: Primary screen using FUS-linked yeast assay; 390,000 tested, 0.24% active; Potency, µM (titrated, usually from 76.6 µM), inactives show at the highest dose growth rescue (activation), usual class: activators; AID 1347120, 2019; S. cerevisiae FUS-expressing, growth rescue, OD600, 24 h;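 also: plate controls were DMSO vehicle for no effect and reference control for full effect; nearly all actives have a fitted effect of over 55% in size; some results filed as inactive show a strong effect at the top dose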
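Yeast expressing FUS under galactose induction, OD 0.005 in 2% galactose medium; compounds in a dilution series, 24 h at 30C. Growth rescue by absorbance at 600 nm; CP55940 positive control, DMSO negative.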
PTHR1 agonist: qHTS for PTHR1 Agonists: Primary Screen; HEK293 GP2 PTHR1 cells, GloSensor cAMP luminescence, 1 h; Parathyroid hormone/parathyroid hormone-related peptide receptor (Homo sapiens), Q03431; Potency, µM (titrated, usually from 115 µM), inactives show at the top dose activation, most hits filed as activators; 410,000 tested, 0.075% active; also: nearly all actives have a fitted effect of over 55% in size; some results filed as inactive show a strong effect at the top dose; inactives centre near -15; many of its hits are not listed in these tables
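HEK-293-derived GP2 cells expressing PTHR1 and a GloSensor cAMP reporter, 3,000/well, plated overnight, given luciferin plus IBMX (each 0.5 mM as added) for 1 h at 37 °C, then compound for 1 h at 37 °C. Luminescence was read after 15 min at room temperature.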
EPAC2 ag: qHTS for Agonist of cAMP-regulated guanine nucleotide exchange factor 4 (EPAC2): primary screen | Rap guanine nucleotide exchange factor 4 (Homo sapiens), Q8WZA2 | EPAC2 activation, biochemical qHTS; response scale: 100% = 6.5 mM cAMP response | Potency, µM (highest dose often 154 µM), without a hit: at the highest dose activation, actives largely listed as activators | 360,000 tested, 0.079% active | AID 720711, 2013; also: nearly all actives have a fitted effect of over 50% in size
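Fluorescence exchange assay: 100 nM EPAC2 with 250 nM RAP1B-BODIPY-GDP and 50 uM GDP; compounds tested as a concentration-titration series (qHTS). Loss of Rap1-bound BODIPY-GDP fluorescence read at 480/540 nm; data normalized to 6.5 mM cAMP.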
aSyn rescue: qHTS of alpha-syn Inhibitors; Yeast expressing alpha-synuclein, growth rescue, BacTiter-Glo, 24 h; AID 652106, 2013; 370,000 tested, 0.14% active; Potency, µM (series often up to 46.1 µM), for the others: at the highest dose growth rescue (activation), usual class: activators; also: % of control where 0% means no effect; nearly all actives have a fitted effect of over 65% in size
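Galactose-induced alpha-syn yeast (OD600=0.02, raffinose-pregrown) + pinned cpd, 24 hr, 30 deg C; growth by BacTiter-Glo luminescence. Growth restoration scores as activation.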
EPAC1 antagonist: qHTS for Antagonist of cAMP-regulated guanine nucleotide exchange factor 3 (EPAC1): primary screen. Rap guanine nucleotide exchange factor 3 (Homo sapiens), O95398. EPAC1 GEF assay, Rap1b-BODIPY-GDP exchange fluorescence. Potency, µM (titrated, usually from 115 µM), for the others: at the top dose activity change, negative = inhibition, most hits filed as inhibitors. 360,000 tested, 0.14% active. AID 720709, 2013;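 also: plate controls were vehicle for no effect and positive control for full effect; nearly all actives have a fitted effect of over 50% in size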
* hit, by the source's call; i = inactive; ? = inconclusive; nt = not tested or not shown; [ ] = remark or other dose. Calls follow the shape of the dose curve; as a rule, active = well fitted curve in the direction sought with a large enough effect; inconclusive = small, poorly fitted or top-dose-only effect, or another doubt; inactive = no such curve, though single readings can be large; an effect the other way counts as inactive or inconclusive. Potency is read from the fitted curve at half-maximal effect. A portion of the library (hit frequency here may not be typical).

A first look:
1	Cc1csc(=O)n1CCC(=O)OCC(=O)NNC(=O)c1ccc(Cl)cc1
2	CC1(C)N=C(N)N=C(N)N1c1ccc(OCC(=O)N2CCOCC2)cc1

assay / entry	1	2
EPAC1 agonist	-3%	13%
EPAC2 antagonist	-4%	0%
TDP43 rescue	4%	13%
FUS suppressor	8%	-27%
PTHR1 agonist	-22%	i
EPAC2 ag	11%	15%
aSyn rescue	-1%	-1%
EPAC1 antagonist	-14%	-1%

This part in full, previewed entries included:
1	Cc1csc(=O)n1CCC(=O)OCC(=O)NNC(=O)c1ccc(Cl)cc1
2	CC1(C)N=C(N)N=C(N)N1c1ccc(OCC(=O)N2CCOCC2)cc1
3	COc1cc(-c2nn3c(-c4ccccc4)nnc3s2)cc(OC)c1OC
4	COc1ccc(CNC(=O)COC(=O)C2(C)CC2(Cl)Cl)cc1 (centres undefined)
5	CCSC1=N/C(=C\C=C2/Oc3ccccc3N2CC)C(=O)S1
6	O=C1OC(Nc2ccc3ncccc3c2)c2ccccc21 (centres undefined)

assay / entry	1	2	3	4	5	6
EPAC1 agonist	-3%	13%	5%	2%	14%	7%
EPAC2 antagonist	-4%	0%	-12%	-13%	22%	-1%
TDP43 rescue	4%	13%	24%	19%	-2%	-18%
FUS suppressor	8%	-27%	36%	5%	0%	-3%
PTHR1 agonist	-22%	i	-27%	-14%	-35%[inhibitor]	-5%[57.5 µM]
EPAC2 ag	11%	15%	3%	5%	18%	12%
aSyn rescue	-1%	-1%	0%	-2%[1.84 µM]	1%	-3%
EPAC1 antagonist	-14%	-1%	-10%	9%	-1%	-8%

7	COc1cccc(C2=NO[C@@H]3C(=O)N(Cc4ccccc4)C(=O)[C@H]23)c1OC
8	Cc1cc2cc3c(=O)[nH]c(=O)nc-3n(CC(O)C(O)C(O)CO)c2cc1C (centres undefined)
9	CC(NCc1ccc(OCC(N)=O)cc1)C12CC3CC(CC(C3)C1)C2 (centres undefined)
10	COC(=O)CCC(=O)N1CCCC(C(=O)c2cc(F)ccc2F)C1 (centres undefined)
11	CCCCN(CCCC)CCCN1CC(=O)N2[C@@H](Cc3c([nH]c4ccccc34)C2(C)C)C1=O
12	Cc1ccc([N+](=O)[O-])cc1Nc1nc(N2CCOCC2)nc(N2CCOCC2)n1

assay / entry	7	8	9	10	11	12
EPAC1 agonist	0%	5%	-8%	1%	5%	3%
EPAC2 antagonist	1%	-6%	22%	-5%	1%	-9%
TDP43 rescue	13µM*	?	-6%	2%	-11%	-14%[9.22 µM]
FUS suppressor	2%	nt	4%	4%	5%	25%
PTHR1 agonist	-3%[57.5 µM]	-4%	-5%	i	i	-14%
EPAC2 ag	0%	8%	0%	6%	-5%	9%
aSyn rescue	-1%	-8%	10%	1%	21%	0%
EPAC1 antagonist	-6%	1%	-5%	-20%	-13%	0%

13	CC(C)c1c(O)nc(SCC(=O)N2CCOCC2)[nH]c1=O
14	Cc1ccc(Nc2nnc(-c3ccccc3N)o2)cc1C
15	CC(C(=O)Nc1sc2c(c1C#N)CCCCC2)N1C(=O)c2ccccc2C1=O (centres undefined)
16	CCn1cc(C(=O)OCc2ccccc2)c(=O)c2ccc(C)nc21
17	O=C(c1ccc(Cl)cc1)N1CCN(c2ccc(N3CCOCC3)nn2)CC1
18	COCCN1C(=O)C(=O)/C(=C(/O)c2cccc(OC)c2)C1c1ccncc1 (centres undefined)

assay / entry	13	14	15	16	17	18
EPAC1 agonist	11%	1%	9%	1%	13%	-2%
EPAC2 antagonist	3%	-12%	2%	-3%	2%	-3%
TDP43 rescue	-6%	-3%	4%	11%	-3%	-2%
FUS suppressor	-5%	17%	10%	16%	-14%	13%
PTHR1 agonist	i	-13%	-28%	i	i	i
EPAC2 ag	9%	5%	1%	-3%	-1%	-2%
aSyn rescue	0%	-2%	2%	6%	0%	-1%
EPAC1 antagonist	17%	-3%	-1%	9%	-2%	-1%

19	Cc1ccc(OCC(O)CNS(=O)(=O)c2ccccc2C(=O)O)cc1 (centres undefined)
20	Oc1ccc(Nc2nc3ccccc3nc2Nc2ccc(O)cc2)cc1
21	CC(C)C(c1nnnn1Cc1ccccc1)N(Cc1ccco1)Cc1cccs1 (centres undefined)
22	N/C(=N\OC(=O)CCCOc1ccccc1)c1ccccc1
23	CC12CCC(C(=O)N(c3cccc(Cl)c3)C1=O)C2(C)C (centres undefined)
24	COCCNC(=O)Cn1nc(-c2ccccc2OC)ccc1=O

assay / entry	19	20	21	22	23	24
EPAC1 agonist	0%	18%	18%	11%	11%	4%
EPAC2 antagonist	2%	-14%	-2%	-1%	10%	5%
TDP43 rescue	7%	-1%	-14%	25µM*	-18%	1%
FUS suppressor	-4%	4%	26%	-9%	16%	10%
PTHR1 agonist	-17%	-20%	-11%[57.5 µM]	i	i	-26%[57.5 µM]
EPAC2 ag	-8%	-6%	8%	9%	7%	8%
aSyn rescue	0%	-2%	23%	1%	-2%	0%
EPAC1 antagonist	0%	-6%	3%	-5%	1%	4%

25	Cc1ccc(NC(=O)C2CCCC2)c(Br)c1
26	O=C(OCC(=O)N1CCC(Cc2ccccc2)CC1)c1ccccc1
27	COc1ccc(N2CCN(c3cc(C(=O)NC4CCCCC4)ncn3)CC2)cc1OC
28	COc1cc2c(c(Br)c1N)-c1cc(Br)c(N)cc1C2=O
29	CCOc1ccc(N/C(N)=N/c2nc(CSc3nnnn3-c3ccccc3)cc(=O)[nH]2)cc1
30	O=C(NNC(=O)C1CCCO1)c1ccc(F)cc1 (centres undefined)

assay / entry	25	26	27	28	29	30
EPAC1 agonist	9%	2%	-8%	6%	4%	-2%
EPAC2 antagonist	-9%	-3%	6%	2%	11%	2%
TDP43 rescue	-9%	1%	-2%	0%	3%	4%
FUS suppressor	6%	3%	16%	3%	-6%	2%
PTHR1 agonist	-24%	-30%	-54%[inhibitor]	i	i	i
EPAC2 ag	9%	-5%	5%	5%	1%	-1%
aSyn rescue	5%	3%	-23%	18%	-2%	-1%
EPAC1 antagonist	1%	-14%	-28%	-10%	-14%	13%

31	C[C@H](CO)N1C[C@H](C)[C@@H](CN(C)S(C)(=O)=O)Oc2ccc(N(C)C)cc2C1=O
32	COc1ccc([N+](=O)[O-])cc1NC(=O)C1CCCNC1=O (centres undefined)
33	COc1cccc(C(=O)CC(=O)C(=O)Nc2cc(Cl)c(OC)cc2OC)c1
34	Cc1ccc(NC(=O)Cc2ccc(Cl)c(Cl)c2)cc1S(=O)(=O)N(C)C
35	CC(C)CCN1CCN(Cc2nc3ccccc3s2)CC1CCO (centres undefined)
36	CCc1ccc(CNC(=O)C2CC(=O)N(C3CCCC3)C2)cc1 (centres undefined)

assay / entry	31	32	33	34	35	36
EPAC1 agonist	1%	5%	3%	20%	-9%	4%
EPAC2 antagonist	9%	12%	0%	-8%	7%	-2%
TDP43 rescue	16%	-11%	-5%	-24%	2%	13%
FUS suppressor	-17%	20%	18%	nt	-24%	-10%
PTHR1 agonist	-9%	i	-35%[inhibitor]	-51%[inhibitor]	i	-1%
EPAC2 ag	0%	8%	1%	8%	-2%	9%
aSyn rescue	-6%	3%	0%	4%	0%	0%
EPAC1 antagonist	-12%	-29%	-7%	-19%	9%	-4%

37	COc1ccc(C(=O)NCCS(=O)(=O)NCCc2ccccc2)cc1
38	CC12CCC(C(=O)N(NC(=O)c3ccc(O)cc3)C1=O)C2(C)C (centres undefined)
39	CCOc1ccc(C(=O)N2CCCC(c3nc(-c4cccs4)no3)C2)cc1 (centres undefined)
40	COC(=O)c1c(NC(=O)c2ccccc2)sc(C(N)=O)c1C
41	Cc1ccc(C(=O)N2CCCc3ccccc32)c(F)c1F
42	COc1ccccc1N1CCN(CCCN2C(=O)C3CCCN3C2=O)CC1 (centres undefined)

assay / entry	37	38	39	40	41	42
EPAC1 agonist	10%	7%	0%	6%	-7%	-7%
EPAC2 antagonist	-7%	-6%	-1%	16%	-30%	-8%
TDP43 rescue	-3%	-13%	12%	0%	25%	0%
FUS suppressor	-10%	0%	17%	-14%	-17%	-10%
PTHR1 agonist	-15%	-1%[57.5 µM]	-12%	i	i	-14%
EPAC2 ag	6%	9%	16%	-3%	-2%	12%
aSyn rescue	-2%	2%	-3%	0%	7%	4%
EPAC1 antagonist	-27%	-17%	-5%	-6%	-15%	-5%

Part of the list above in order of SMILES length, smallest number first.
41	Cc1ccc(C(=O)N2CCCc3ccccc32)c(F)c1F
42	COc1ccccc1N1CCN(CCCN2C(=O)C3CCCN3C2=O)CC1 (centres undefined)
39	CCOc1ccc(C(=O)N2CCCC(c3nc(-c4cccs4)no3)C2)cc1 (centres undefined)

assay / entry	41	42	39
EPAC1 agonist	-7%	-7%	0%
EPAC2 antagonist	-30%	-8%	-1%
TDP43 rescue	25%	0%	12%
FUS suppressor	-17%	-10%	17%
PTHR1 agonist	i	-14%	-12%
EPAC2 ag	-2%	12%	16%
aSyn rescue	7%	4%	-3%
EPAC1 antagonist	-15%	-5%	-5%

Continuation.
43	CC(OC(=O)c1ccncc1)C(=O)Nc1cccc(Cl)c1 (centres undefined)
44	CCOC(=O)c1cc(C#N)c(SCC(=O)Nc2ccc(C(C)=O)cc2)[nH]c1=O
45	CCOc1ccc(-n2c(C)c(C(=O)O)c3cc(OC)ccc32)cc1
46	CC[C@H](C)C(C(=O)N1CCN(C(=O)OC(C)(C)C)CC1)n1cc(C(CC(C)C)NC(=O)OC(C)(C)C)nn1 (some centres undefined)
47	CSCc1cc(N2CCCC2)nc(-c2ccccc2)n1

assay / entry	43	44	45	46	47
EPAC1 agonist	-2%	-3%	-8%	-28%	-7%
EPAC2 antagonist	3%	-8%	3%	8%	10%
TDP43 rescue	0%	-3%	-22%	15%	0%
FUS suppressor	-11%	26%	15%	?	26%
PTHR1 agonist	-6%[57.5 µM]	-26%	?	-8%	-19%
EPAC2 ag	-2%	-10%	2%	-9%	14%
aSyn rescue	-1%	6%	-5%	2%	15%
EPAC1 antagonist	15%	-8%	-25%	-15%	4%

Assay outcomes as filed in PubChem.
